Source: PubChem
IMPase cell inh – qHTS Assay for Identifying the Cell-Membrane Permeable IMPase Inhibitors. inhibition (IP1 accumulation), % at 46.1 µM. 120,000 tested, under 10 active. Inositol monophosphatase 1 (Rattus norvegicus), P97697. CHO-M1 cells, IP1 accumulation, HTRF TR-FRET ratio; active = well fitted curve in the direction sought with a large enough effect in the signal ratio, not every such curve was filed as active; inconclusive = small, poorly fitted or top-dose-only effect, or a change in a side signal; inactive = no such curve, though single readings can be large or run the other way; the % refers to the signal ratio;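 note: cells stimulated with carbachol in lithium chloride buffer; plate controls were DMSO basal wells for no effect and reference inhibitor wells for full effect; higher means more IMPase inhibition seen as more IP1 and lower FRET ratio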
Target sequence (P97697 whole entry, looked up): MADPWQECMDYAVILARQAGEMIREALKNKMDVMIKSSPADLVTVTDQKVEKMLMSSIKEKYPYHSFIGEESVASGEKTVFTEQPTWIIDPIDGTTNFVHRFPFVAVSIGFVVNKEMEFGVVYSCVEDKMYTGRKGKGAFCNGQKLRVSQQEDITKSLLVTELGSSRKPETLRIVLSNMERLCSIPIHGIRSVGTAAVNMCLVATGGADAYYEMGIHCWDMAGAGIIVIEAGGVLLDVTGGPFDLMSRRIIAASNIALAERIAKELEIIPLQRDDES
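CHO-M1, 2000 cells/well, cultured 16–30 h; cpd up to 46 uM; carbachol (50 uM solution, stimulation buffer w/ 50 mM LiCl, pH 7.4), 30 min 37C; IP-One TR-FRET, 10 min RT; Ex 320/Em 665, 620; Hill-fit AC50.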
* marks the source's active call; other numbers are inactive results; ? = inconclusive.

item	Structure	IMPase cell inh
1	COc1ccc(S(=O)(=O)Nc2ccc3oc4c(c3c2)CCCC4)cc1	-8
2	CCc1nn2c(=O)c(S(=O)(=O)Nc3ccc(Cl)cc3)c(C)nc2s1	?
3	CCOc1ccc(NC(=O)Cn2c(=O)n(CCC(=O)NCCc3ccccc3)c(=O)c3ccccc32)cc1	0
4	CCOc1ccc(Nc2cc(C)c(C#N)c3nc4ccccc4n23)cc1	3
5	CCOC(=O)C1(C)C=C(Nc2cccc(C(=O)O)c2)C(=O)N1c1ccccc1 (configuration not stated)	8
6	CCC1CCc2nc3sc(C(=O)Nc4ccc(F)c(Cl)c4)c(N)c3cc2C1 (configuration not stated)	-3
7	Cc1ccc(NC(=O)Cn2c(=O)n(CC(=O)NCCc3ccccc3)c(=O)c3ccccc32)cc1	15
8	CCc1ccccc1NC(=O)Cn1nnc(C(=O)OC)c1C(=O)OC	4
9	COc1cccc(-c2nnc(-c3cc4cc(Cl)ccc4oc3=O)o2)c1	-3
10	c1csc(-c2nc3ccccn3c2Nc2ccc3c(c2)OCCO3)c1	7
11	CC(=O)c1ccccc1OCC(O)Cn1c(CO)nc2ccccc21 (configuration not stated)	-3
12	O=C(CCS(=O)(=O)c1cc(Br)cc2c1N(C(=O)C1CC1)CC2)Nc1ccc(C(F)(F)F)cc1	-1
13	COc1cc(Cn2c(=O)sc3ccccc32)ccc1OCCC(C)C	3
14	CCCCOc1ccc(C(=O)Nc2ccc(-c3cc4ccccc4oc3=O)cc2)cc1	-3
15	COc1ccc(-c2[nH]c(-c3ccc(Cl)cc3)nc2SCC(=O)NCC2CCCO2)cc1 (configuration not stated)	5
16	COCc1nnc(NC(=O)c2cc(OC)c(OC)c(OC)c2)s1	-3
17	CCN(CC)c1ccc(NC(=O)c2cnn3c(C(F)F)cc(-c4ccccc4)nc23)cc1	?
18	Cc1ccc(-n2c(-c3ccc(Br)cc3)nc3c(cnn3-c3ccccc3)c2=O)cc1	-1
19	Cc1ccc(-c2cc3nc(-c4ccccc4)cc(C(F)(F)F)n3n2)cc1	1
20	COCCNc1oc(-c2ccc(OC)cc2)nc1C#N	-7
21	COc1ccc(-c2[nH]c(-c3ccccc3)nc2SCC(=O)Nc2ccc3c(c2)OCCO3)cc1	10
22	Cc1cccc(NC(=O)CCS(=O)(=O)c2cc(Br)cc3c2N(C(=O)C2CC2)CC3)c1	?
23	CCOc1ccc(NC(=O)Nc2cc3c(cc2N2CCCCC2)n(C)c(=O)n3C)cc1	18
24	CN(C)c1ccc(NC(=O)CC(NCc2cccnc2)C(=O)O)cc1 (configuration not stated)	7
25	Cc1ccc(S(=O)(=O)c2nc(-c3ccccc3Cl)oc2N2CCCCCC2)cc1	2
26	COc1ccc(-c2oc3ncn4nc(-c5ccccc5C)nc4c3c2-c2ccc(OC)cc2)cc1	-8
27	COc1cc2c(cc1NC(=O)COc1ccc(Br)c(C)c1)oc1ccccc12	5
28	CCn1cnc2c(=O)oc3ccc(S(=O)(=O)Nc4ccc(OC)cc4)cc3c21	7
29	COc1ccc2c(C)cc(SCC(=O)Nc3nsc(-c4ccccc4C)n3)nc2c1	?
30	COc1ccc(C(=O)COC(=O)c2cc(-c3cccs3)nc3ccccc23)cc1	0
31	CCOc1ccc(-n2nc3ccc(NC(=O)COc4ccc(OC)cc4)cc3n2)cc1	-10
32	CCOc1ccccc1NC(=O)CN1C(=O)C(=O)c2ccccc21	?
33	Cc1ccccc1NC(=O)c1sc2nc(N3CCOCC3)c3c(c2c1N)CC(C)(C)OC3	-7
34	COc1ccc(OCC(=O)Nc2ccc(-c3nc4cc(C)cc(C)c4o3)cc2)cc1	-5
35	COc1ccc2cc(CCNS(=O)(=O)c3ccc(C)cc3)c(=O)[nH]c2c1	8
36	COc1ccc(-c2cc(C(=O)Oc3ccc(C)cc3)c3cc(C)ccc3n2)cc1	1
37	CCN(CC)C(=O)c1sc(NC(=O)c2nc3ncccn3n2)c(C(=O)OC)c1C	-5
38	Cc1ccc2nc(-c3ccc(Cl)s3)c(Nc3ccc4c(c3)OCCO4)n2c1	-4
39	O=C(CN(c1cccc(Br)c1)S(=O)(=O)c1ccccc1)N1CCc2ccccc2C1	5
40	CCOC(=O)c1cc(OC(=O)c2ccc(C)cc2)n(-c2ccccc2)n1	-7
41	COc1ccc(NC(c2nnc(-c3ccccc3)o2)c2ccccc2F)cc1Cl (configuration not stated)	20
42	O=C(NC1CCCCC1)/C(=C/c1ccc(Cl)cc1)NC(=O)c1ccccc1	-1
43	CCCCOC(=O)CSc1nnc(-c2ccc(C)cc2)o1	2
44	Cc1ccc(-c2noc(CCC(=O)N(C)c3ccccc3F)n2)cc1	-2
45	Cc1oc2c(cc(NS(=O)(=O)c3ccc(Cl)cc3)c3ccccc32)c1C(=O)OCc1ccccc1	?
46	O=C(O)c1c(-c2ccccc2)oc2ccc(OCc3ccc(Cl)c(Cl)c3)cc12	-15
47	COc1ccc(OC)c(NC(=O)Cc2c(C(=O)O)[nH]c3ccc(Cl)cc23)c1	?
48	CCNc1nc2c(c(=O)n(C)c(=O)n2C)n1CC(O)COc1ccccc1 (configuration not stated)	-4
49	O=C(Nc1nc2ccccc2n1CCOc1ccccc1Cl)c1ccccc1	?
50	COc1ccc(CNc2nc(-c3ccc(Cl)cc3)nn2S(=O)(=O)c2ccc(C)cc2)cc1	2
51	COc1ccc(-c2cc(C(F)(F)F)nc(SCC(=O)N(C)Cc3ccccc3)n2)cc1OC	-2
52	CCCN(CCC)C(=O)Cn1c(=O)n(Cc2ccc(C(=O)NCCc3ccc(OC)c(OC)c3)cc2)c(=O)c2ccccc21	-9
53	Cc1cccc(C)c1Nc1c(-c2ccccc2O)nc2ncccn12	-3
54	Cc1cc2c(cc1C)NC(CC(=O)Nc1ccccc1)C(=O)N2 (configuration not stated)	-3
55	O=C(CCCn1c(=O)c2ccccc2n(CC(=O)Nc2ccc(F)cc2F)c1=O)NCc1ccccc1Cl	5
56	COc1ccc(OCc2nc3ccccc3n2Cc2ccc(C(C)(C)C)cc2)cc1	4
57	CCn1c(=O)c(=O)n(CC)c2cc(N3CCCCC3)c(NC(=O)c3ccccc3OC)cc21	6
58	COc1ccc(Nc2nnc(-c3cc4c(ccc5ccccc54)oc3=O)s2)cc1	0
59	Cn1c(=O)c(=O)n(C)c2cc(N3CCCC3)c(NC(=O)c3ccccc3Cl)cc21	5
60	CC(C)CC(=O)NC1(C(F)(F)F)C(=O)Nc2c1c(=O)[nH]c(=O)n2-c1ccccc1 (configuration not stated)	-6

More compounds:
item	Structure	IMPase cell inh
61	CCOC(=O)c1c(C)n(-c2ccccc2)c2ccc(OC(=O)COc3ccccc3)cc12	-3
62	CCOC(=O)c1cnc2ccc(C)cc2c1NCCc1ccc(OC)c(OC)c1	10
63	N#Cc1c(-c2ccccc2)cc(-c2ccccc2)nc1SCC(O)CS(=O)(=O)Cc1ccccc1 (configuration not stated)	3
64	CCCn1c(=N)c(C(=O)NCC2CCCO2)cc2c(=O)n3cc(C)ccc3nc21 (configuration not stated)	-1
65	CCOC(=O)c1ccccc1NC(=O)CCOc1ccccc1	-6
66	N#Cc1c(-n2ncnc2-c2cccc(Br)c2)sc2c1CCCCC2	-7
67	Cc1cccc(NC(=O)c2cc3c(C)nn(-c4ccccc4)c3s2)c1	?
68	CC(=O)Nc1ccc(NC(=O)C(NS(=O)(=O)c2ccc(Br)s2)c2ccccc2)cc1 (configuration not stated)	-3
69	O=C(Nc1ccc(Cl)c(C(F)(F)F)c1)C(Cc1ccccc1)NS(=O)(=O)c1ccc(Br)s1 (configuration not stated)	15
70	COC(=O)c1ccc(Nc2nc(-c3ccc(C)cc3)nc3ccccc23)cc1	-5
71	CCc1ccc(-n2c(CCC(=O)O)ccc2-c2ccc(F)cc2)cc1	1
72	CCCCCCOc1ccc(-c2nc3ccc(Br)cc3c(=O)o2)cc1	-1
73	COc1ccc(-n2c(CCC(=O)O)ccc2-c2ccccc2)c(OC)c1	-11
74	CCNc1nc(NC(C)(C)C)nc(Oc2ccc(=O)n(-c3ccccc3)n2)n1	4
75	COc1ccc(Cl)cc1NC(=O)CN(c1cccc(C)c1C)S(C)(=O)=O	?
76	CCCOc1cccc(C2c3c(oc4ccc(F)cc4c3=O)C(=O)N2c2nc(C)c(C(C)=O)s2)c1 (configuration not stated)	2
77	Cc1ccc(C(=O)Nc2cccc(O)c2)cc1S(=O)(=O)N1CCCCCC1	8
78	Cc1ccc(C(=O)Nc2cccc(C(=O)O)c2)cc1S(=O)(=O)N1CCCC1	-7
79	Cc1cc(C)n(-c2nc3cc(Cl)c(Cl)cc3nc2Nc2ccc(F)cc2C)n1	-4
80	Cc1cccc(C)c1NS(=O)(=O)c1ccc2c(c1)[C@H]1C=CC[C@H]1[C@@H](c1ccc(Cl)cc1)N2	-13

Grouped by structure, the entries above with an NH in an aromatic ring.
item	Structure	IMPase cell inh
15	COc1ccc(-c2[nH]c(-c3ccc(Cl)cc3)nc2SCC(=O)NCC2CCCO2)cc1 (configuration not stated)	5
21	COc1ccc(-c2[nH]c(-c3ccccc3)nc2SCC(=O)Nc2ccc3c(c2)OCCO3)cc1	10
35	COc1ccc2cc(CCNS(=O)(=O)c3ccc(C)cc3)c(=O)[nH]c2c1	8
47	COc1ccc(OC)c(NC(=O)Cc2c(C(=O)O)[nH]c3ccc(Cl)cc23)c1	?
60	CC(C)CC(=O)NC1(C(F)(F)F)C(=O)Nc2c1c(=O)[nH]c(=O)n2-c1ccccc1 (configuration not stated)	-6

Later entries:
item	Structure	IMPase cell inh
81	COc1ccccc1NC(=O)C1=C(C)Nc2nnnn2C1c1cc(Br)c(O)c(OC)c1 (configuration not stated)	3
82	O=C(Nc1ccccc1Cl)c1cc2c(-c3ccccc3)nn(-c3ccccc3)c2s1	6
83	COc1ccc(N(CC(=O)NCCc2ccccc2)S(=O)(=O)c2ccc(OC)c(OC)c2)cc1	-14
84	Cn1c2c(c(=O)n(C)c1=O)C(c1ccccc1[N+](=O)[O-])CC(=O)N2 (configuration not stated)	2
85	COc1ccc(-c2nc(S(=O)(=O)c3ccc(C)cc3)c(NCc3ccccc3)o2)cc1	2
86	Cc1cccc(OCC(=O)Nc2cccc(-c3nc4ccccc4s3)c2)c1	-13
87	CCOC(=O)c1ccc(NC(=O)C(=O)NCCc2ccc(OC)cc2)cc1	-5
88	CC(C)(C)c1ccc(NC(=O)CSc2nnc3scc(-c4ccccc4)n23)cc1	-3
89	CCOC(=O)c1cnc2c(C(F)(F)F)cccc2c1Nc1cccc(C(=O)OC)c1	1
90	COc1cc(NC(=O)Cn2c(=O)n(Cc3ccccc3Cl)c(=O)c3cc(OC)c(OC)cc32)cc(OC)c1	-7
91	CCc1nc2nc(C)cc(Nc3ccc(OC)cc3)n2n1	7
92	Cc1ccc(S(=O)(=O)N2CCC(C(=O)Nc3ccc(Oc4ccccc4)cc3)CC2)cc1	2
93	CCC(C)NC(=O)CSc1nc(-c2ccc(F)cc2)cc(C(F)(F)F)n1 (configuration not stated)	-2
94	CN(C)S(=O)(=O)N(CC(=O)NCCSCc1ccccc1)c1ccccc1	-4
95	COc1ccc(NC(=O)CSc2ncc(-c3ccc(Cl)cc3)[nH]2)cc1OC	12
96	CCCCSc1nnc2n(-c3cccc(C)c3)c(=O)c3c4c(sc3n12)CCCC4	2
97	CCCc1ccc(OCc2ccc(C(=O)Nc3ccccc3C(=O)OC)o2)cc1	?
98	Cc1ccc(NC(=O)CC2Sc3ccccc3NC2=O)c(C)c1 (configuration not stated)	3
99	CCCNC(=O)CCn1nc(-c2ccccc2)c2ccccc2c1=O	-6
100	O=C1Nc2c(c(=O)[nH]c(=O)n2-c2ccc(Cl)cc2)C1(NS(=O)(=O)c1ccccc1)C(F)(F)F (configuration not stated)	-6
101	COc1ccc(N2CCN(S(=O)(=O)c3c(C)nc4scc(C)n4c3=O)CC2)cc1	3
102	COc1ccc(OC)c(S(=O)(=O)Nc2ccc3[nH]c(=O)[nH]c3c2)c1	7
103	CC1=Nc2cc(C(=O)NCCc3ccc(Cl)cc3)ccc2Sc2ccc(C)cc21	6
104	CCc1ccccc1NS(=O)(=O)c1ccc2nc(-c3ccccc3)[nH]c2c1	2
105	CN(C)S(=O)(=O)N(CC(=O)Nc1ccc(C(F)(F)F)cc1)c1ccccc1	3
106	Cc1ccc(-c2nc3c(cnn3-c3ccccc3)c(=O)n2-c2cccc(Cl)c2)cc1	8
107	COc1cc(C2C=C(C(=O)O)Nc3ncnn32)ccc1O (configuration not stated)	?
108	COc1ccc(NC(=O)c2c(NC(=O)COc3ccc(Cl)cc3)sc3c2CCCCC3)cc1	-5
109	O=C(NCc1ccc(Cl)cc1)C1CCN(S(=O)(=O)c2ccccc2)CC1	3
110	COC(=O)C(CCSC)NC(=O)c1cc2c(n(-c3ccc(Cl)cc3)c1=O)CCCC2=O (configuration not stated)	8
111	COc1cccc(-c2nc(S(=O)(=O)c3ccccc3)c(N3CCCCC3)o2)c1	3
112	COC(=O)COc1ccc2oc(-c3ccc(OC)cc3)cc(=O)c2c1	-5
113	CCOC(=O)c1cnc2c(OC)cccc2c1Nc1cccc(O)c1	-1
114	COc1ccc(C(=O)Nc2nnc(C(C)C)s2)cc1OC	-3
115	COc1ccc(Cl)cc1NC(=O)C1CCN(S(=O)(=O)c2ccc(F)cc2)CC1	4
116	COc1cc(C2NC(=O)c3c(sc4c3CCN(C)C4)N2)cc(Br)c1OC(=O)c1ccc(C)cc1 (configuration not stated)	1
117	O=C(CCS(=O)(=O)c1cc(Br)cc2c1N(C(=O)C1CC1)CC2)N1CCN(c2ccccc2)CC1	?
118	CCOc1nc(-c2ccc(C)cc2)ccc1-c1noc(-c2ccccc2F)n1	-14
119	CCOC(=O)c1c(NC(=O)C2c3ccccc3Oc3ccccc32)sc2c1CCC(CC)C2 (configuration not stated)	-2

Not all compounds are listed, so the mix of outcomes need not match the whole.
